Ba/F3 V617F tox = reduced viability of JAK2V617F-dependent Ba/F3 cells, primary screen, JAK2V617F inhibitor project, cell-based, Ba/F3 EpoR-JAK2V617F, luminescence; ATP luminescence; inhibition, % at 5.6 µM; actives 1.1% (n = 220,000);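 active = inhibition above the campaign mean plus 3 SD over all tested compounds, cut at about 24% in these data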;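 note: cytokine-independent growth of Ba/F3 cells driven by EpoR plus mutant JAK2; 0% = DMSO-treated cells and 100% = JAK inhibitor I control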
Furin inh = human furin inhibitors, primary screen, biochemical, fluorescence intensity. inhibition, % at 30 µM. purified furin, fluorogenic substrate cleavage. AID 463115, 2010. P09958. actives 0.061% (n = 220,000); in the data active = inhibition above about 25%; note: inactives centre near -15
Tb hexokinase = Trypanosoma brucei hexokinase 1 inhibitors, primary screen, biochemical, G6PDH-coupled NADH absorbance, MLSCN library | inhibition, % at 10 µM | recombinant TbHK1, G6PDH-coupled NADH A340 | actives 0.11% (n = 220,000);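 active = inhibition of 50% or more in the single-dose primary screen; inactive = inhibition below 50%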
PGE2 EP2 inh = human EP2 receptor antagonists, primary screen, TR-FRET cAMP, C6 glioma cells; Prostaglandin E2 receptor EP2 subtype (Homo sapiens), P43116; C6 glioma cells expressing human EP2; cells stimulated with saturating PGE2; inhibition, % at 25 µM; actives 0.52% (n = 260,000); AID 1422, 2008;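 active = percent inhibition above 40 after rounding to a whole number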;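 note: rat C6 glioma host cells with rolipram phosphodiesterase inhibitor present; the protocol text gives 20 µM as final concentration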
Target sequence (P43116 whole entry, looked up): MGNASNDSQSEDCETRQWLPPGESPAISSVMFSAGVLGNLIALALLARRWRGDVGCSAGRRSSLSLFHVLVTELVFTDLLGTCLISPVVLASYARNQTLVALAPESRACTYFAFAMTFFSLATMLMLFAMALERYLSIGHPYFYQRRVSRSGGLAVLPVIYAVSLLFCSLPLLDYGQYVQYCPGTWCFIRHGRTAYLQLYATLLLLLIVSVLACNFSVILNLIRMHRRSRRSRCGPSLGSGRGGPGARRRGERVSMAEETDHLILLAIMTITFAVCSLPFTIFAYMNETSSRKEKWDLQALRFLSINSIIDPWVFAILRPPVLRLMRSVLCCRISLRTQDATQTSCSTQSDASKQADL
BaF3 tox = parental Ba/F3 cell viability inhibition, counter-screen for JAK2V617F inhibitor project, murine pro-B, CellTiter-Glo luminescence; inhibition, % at 5.6 µM; actives 1.1% (n = 220,000); CellTiter-Glo ATP luminescence;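 active = inhibition above a per-campaign cutoff, the mean inhibition of all tested compounds plus 3 SD, cut at about 27% in these data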;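 note: 0% = DMSO wells and 100% = JAK Inhibitor I control wells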
RBBP9 inhibitor = human RBBP9 inhibitors, primary screen, biochemical, fluorescence polarization, FP-Rh probe, HTS | inhibition, % at 7.94 µM | Serine hydrolase RBBP9 (Homo sapiens), O75884 | actives 0.2% (n = 220,000) | recombinant RBBP9;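 active = inhibition above the campaign mean of all tested compounds plus 3 SD, cut at about 14% in these data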;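 note: plate controls were DMSO wells with RBBP9 for no effect and wells lacking RBBP9 protein for full effect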
Target sequence (O75884 whole entry, looked up): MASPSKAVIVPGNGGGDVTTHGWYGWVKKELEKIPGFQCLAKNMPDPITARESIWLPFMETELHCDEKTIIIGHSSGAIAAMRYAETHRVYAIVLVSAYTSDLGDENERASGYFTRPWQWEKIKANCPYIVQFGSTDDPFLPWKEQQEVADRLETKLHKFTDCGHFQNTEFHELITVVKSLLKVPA
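System: RBBP9 protein | Quantity: 2.5 µM RBBP9 dispensing solution, before mixing | Reagent: FP-Rh probe, 375 nM dispensing solution | Timing: Enzyme-compound preincubation 30 min, then probe labeling 45 min, 25 °C | Measured by: Fluorescence polarization | Read-out: % inhibition | Replication: One well per compound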
NCF1 inh = p47phox/p22phox peptide binding inhibitors, primary screen, biochemical, uHTS, NADPH oxidase regulatory subunit | fluorescence polarization, 2 h | actives 0.53% (n = 220,000) | inhibition, % at 24.7 µM | Neutrophil cytosol factor 1 (Homo sapiens), P14598 | AID 1274, 2008;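 active = inhibition above about 30%, limit read from the data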;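 note: 0% = p47phox with labelled peptide and 100% = labelled peptide alone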
Target sequence (P14598 whole entry, looked up): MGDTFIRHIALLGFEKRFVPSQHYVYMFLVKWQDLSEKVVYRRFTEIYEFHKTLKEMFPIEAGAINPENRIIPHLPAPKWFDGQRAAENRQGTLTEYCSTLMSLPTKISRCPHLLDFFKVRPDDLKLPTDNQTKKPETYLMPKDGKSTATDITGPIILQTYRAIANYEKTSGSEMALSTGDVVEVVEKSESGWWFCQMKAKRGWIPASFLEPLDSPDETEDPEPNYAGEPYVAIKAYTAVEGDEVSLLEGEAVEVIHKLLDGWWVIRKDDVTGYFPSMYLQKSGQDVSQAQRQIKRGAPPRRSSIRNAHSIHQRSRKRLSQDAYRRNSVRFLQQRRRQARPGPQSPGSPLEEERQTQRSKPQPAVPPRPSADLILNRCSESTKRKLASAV
PPC-1+TRAIL kill = compounds killing PPC-1 cancer cells with TRAIL present, primary screen, TRAIL potentiator project, ATPLite luminescence, uHTS; PPC-1 cells + TRAIL, ATPLite viability luminescence; cell killing (% activity), % at 4 µM; actives 0.41% (n = 220,000); AID 1443, 2008;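 active = cell killing above 50% in the first pass at 4 µM, then a duplicate retest at 5 µM averaging 50% or more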;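 note: plate controls were cells with TRAIL plus DMSO for no effect and medium-only wells lacking cells for full effect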
p97 ATPase inh = inhibitors of human p97 ATPase, primary screen, biochemical; recombinant p97 ATPase, Kinase-Glo ATP luminescence, 3 h; inhibition, % at 8 µM; actives 0.42% (n = 220,000); in the data active = inhibition above about 15%;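 note: 0% = DMSO vehicle and 100% = wells lacking enzyme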
Active calls of the source: *; / = no result given; & = joins results of further samples; [ ] = another dose, or the depositor's remark.

#	molecule	BaF3 tox	RBBP9 inhibitor	PPC-1+TRAIL kill	PGE2 EP2 inh	Ba/F3 V617F tox	NCF1 inh	Tb hexokinase	p97 ATPase inh	Furin inh
1	CCOc1cc2[nH]c(=S)n(CCCOC)c(=O)c2cc1OCC	2	-7	1	2	3	-4	-11	-2	-11
2	CNc1nc(-c2ccccc2)cc(C(F)(F)F)c1C#N	3	-10	10	13	4	-1	4	-5	-30[20 µM]
3	O=C(Nc1ncc(Cc2cccc(Cl)c2)s1)c1cccs1	10	-17	15	8&17	9	-36	-8	2	-20[20 µM]
4	COc1cc(OC)cc(C(=O)N[C@H](C(=O)Nc2ccccc2N2CCOCC2)C(C)C)c1	1	1	28	2	0	-14	-6	-2	-9[20 µM]
5	S=C(Nc1ccccc1)Nc1cccc(Cl)c1Cl	-2	5	10	8	-6	1	-1	7	-21
6	Nc1cccc(C(=O)N/N=C/c2ccsc2)c1	2	-1	15	0	1	-2	-4	1	-23
7	Cc1ccccc1-c1cc(C(=O)n2cccn2)c2cc(Cl)ccc2n1	6	2	1	9	4	-2	-7	0	-15[20 µM]
8	COC(=O)c1c(NC(=O)c2ccccc2)sc(Cc2ccccc2)c1C	2	-7	20	9	-5	-21	-3	2	-13[20 µM]
9	COc1ccc(C2=NN(CCC(=O)NCc3ccc4c(c3)OCO4)C(=O)CC2)cc1	-1	-16	6	17	-1	0	27	-2	-5
10	CN(C)S(=O)(=O)n1ccnc1	5	-1	40	12	-2	-11	2	2	-24[20 µM]
11	Cc1ccc(-c2nnc(SCC(=O)N3CCCC3)o2)cc1C	5	0	9	11	1	-4	2	2	15[20 µM]
12	O=C(NCc1ccco1)C12CC3CC(C1)CC(C(=O)NCc1ccco1)(C3)C2	4	-11	-17	5	0	-12	12	-1	-38
13	O=C(N1CCCCCC1)N1CCN(S(=O)(=O)N2CCOCC2)CC1	2	3	6	6	-3	-8	-1	2	-4[20 µM]
14	CN(C)S(=O)(=O)c1ccc(C(=O)Nc2ccccc2C(=O)O)cc1	5	6	23	11	-1	2	-8	4	-21[20 µM]
15	CCn1ncc([N+](=O)[O-])c1C(=O)n1nc(C)cc1C	5	-3	11	1	0	-8	-7	-2	-17
16	CC(=O)OC(C(=O)NC1CCCCC1)c1ccc(Cl)c(Cl)c1 (stereo not given)	0	-5	-6	7	-4	3	0	4	-23
17	S=C(NCCc1ccccc1)Nc1ccccc1Cl	5	-8	-2	8	-1	-6	33	0	-1
18	O=c1ccc(/C=C/c2ccccc2)nn1Cc1ccccc1	5	-5	24	9	-1	-14	-21	-6	-24[20 µM]
19	O=C(CN1c2cccc3cccc(c23)S1(=O)=O)N1CCOCC1	2	8	3	10	-2	2	-4	4	6
20	CCOC(=O)CCC(=O)Nc1ccc(S(=O)(=O)N2CCC(C)CC2)cc1	2	-3	8	3	-4	31*	-3	-2	-13[20 µM]
21	Cn1nccc1NC(=O)CC1(CC(=O)O)CCCCC1	2	1	4	9	-1	13	-7	0	-8
22	COc1cccc(CSc2nnc(-c3ccc(F)cc3)o2)c1	1	-5	14	0	-6	-15	-2	-3	-13
23	CCOC(=O)n1n[n+]([O-])c2ccccc21	4	-3	14	3	2	-7	-8	0	-20
24	CCOc1ccc(N2C(=O)CC(Sc3n[nH]c(-c4ccccc4)n3)C2=O)cc1 (stereo not given)	9	-11	-19	9	3	-7	5	4	-15
25	CN(Cc1ccccc1)C(=O)CCNS(=O)(=O)c1ccc2c(c1)oc(=O)n2C	7	1	16	5	-2	-1	7	3	-19
26	CCN1CCN(S(=O)(=O)c2ccc(Cl)c(C(=O)Nc3nnc(CC(C)C)s3)c2)CC1	5	-4	-4	2	1	-5	-4	-2	-10[20 µM]
27	CC(=O)Nc1cccc(C(=O)Oc2cccc(C)c2)c1O	8	-1	27	20	-1	-10	-2	0	-16
28	NS(=O)(=O)c1cccc(NC(=O)CSc2nc3ccccc3c(=O)n2CCCN2CCOCC2)c1	6	-8	16	11	0	-2	-3	2	-31
29	Cc1cccc(C)c1N1CCN(S(=O)(=O)N(C)C)CC1	7	-6	-19	14	2	-6	-4	1	-9
30	O=c1ccnc(Sc2ncccc2[N+](=O)[O-])[nH]1	-1	-7	-21	5	-4	10	1	3	-26[20 µM]

An excerpt from above with just PPC-1+TRAIL kill and RBBP9 inhibitor:
nr	smiles	PPC-1+TRAIL kill	RBBP9 inhibitor
21	Cn1nccc1NC(=O)CC1(CC(=O)O)CCCCC1	4	1
20	CCOC(=O)CCC(=O)Nc1ccc(S(=O)(=O)N2CCC(C)CC2)cc1	8	-3
10	CN(C)S(=O)(=O)n1ccnc1	40	-1
18	O=c1ccc(/C=C/c2ccccc2)nn1Cc1ccccc1	24	-5
15	CCn1ncc([N+](=O)[O-])c1C(=O)n1nc(C)cc1C	11	-3

An excerpt of these results, in transposed form:
#2 CNc1nc(-c2ccccc2)cc(C(F)(F)F)c1C#N
#5 S=C(Nc1ccccc1)Nc1cccc(Cl)c1Cl
#14 CN(C)S(=O)(=O)c1ccc(C(=O)Nc2ccccc2C(=O)O)cc1

Compound,2,5,14
BaF3 tox,3,-2,5
RBBP9 inhibitor,-10,5,6
PPC-1+TRAIL kill,10,10,23
PGE2 EP2 inh,13,8,11
Ba/F3 V617F tox,4,-6,-1
NCF1 inh,-1,1,2
Tb hexokinase,4,-1,-8
p97 ATPase inh,-5,7,4
Furin inh,-30[20 µM],-21,-21[20 µM]

Single records, from the list above. Screens in order: BaF3 tox | RBBP9 inhibitor | PPC-1+TRAIL kill | PGE2 EP2 inh | Ba/F3 V617F tox | NCF1 inh | Tb hexokinase | p97 ATPase inh | Furin inh
Cn1nccc1NC(=O)CC1(CC(=O)O)CCCCC1 in the list: 2 | 1 | 4 | 9 | -1 | 13 | -7 | 0 | -8
CCOc1ccc(N2C(=O)CC(Sc3n[nH]c(-c4ccccc4)n3)C2=O)cc1 (stereo not given) in the list: 9 | -11 | -19 | 9 | 3 | -7 | 5 | 4 | -15
COc1cccc(CSc2nnc(-c3ccc(F)cc3)o2)c1 in the list: 1 | -5 | 14 | 0 | -6 | -15 | -2 | -3 | -13
O=c1ccnc(Sc2ncccc2[N+](=O)[O-])[nH]1 in the list: -1 | -7 | -21 | 5 | -4 | 10 | 1 | 3 | -26[20 µM]
CN(C)S(=O)(=O)c1ccc(C(=O)Nc2ccccc2C(=O)O)cc1 in the list: 5 | 6 | 23 | 11 | -1 | 2 | -8 | 4 | -21[20 µM]

(further entries)
#	molecule	BaF3 tox	RBBP9 inhibitor	PPC-1+TRAIL kill	PGE2 EP2 inh	Ba/F3 V617F tox	NCF1 inh	Tb hexokinase	p97 ATPase inh	Furin inh
31	Cc1ccc2c(C(=O)CN3CCN(C(=O)c4ccco4)CC3)c(C)[nH]c2c1	-1	0	1	9	-3	-2	-9	4	-22
32	O=C(NNc1c2ccccc2nc2ccccc12)C12CC3CC(CC(C3)C1)C2	0	6	6	10	-4	-48	-4	7	0
33	CCOCc1cc(C2NC(=O)NC(C)=C2C(=O)OCC)ccc1OC (stereo not given)	4	1	12	9	-2	-13	6	3	-19[20 µM]
34	O=C(CCCCCNC(=O)c1ccccc1)N/N=C/c1ccc(O)cc1O	3	-8	-5	5	-2	0	-19	-1	-10
35	Cc1cccc(-n2nnc3c(=O)n(CC(=O)Nc4cc(C)on4)cnc32)c1	0	-5	-3	7	2	-6	4	-4	-14
36	S=c1[nH]nc(-c2cccs2)n1/N=C/c1c(Cl)cccc1Cl	2	-3	6	10	2	-4	2	0	-12
37	O=S(=O)(Nc1ccncc1Cl)c1ccccc1	5	-9	21	5	0	-8	-6	1	-10[20 µM]
38	COc1ccc(C(=O)Nc2cccc(N(C)S(C)(=O)=O)c2)cc1OC	5	-9	16	4	4	-7	7	-5	-12[20 µM]
39	Cc1cc(/C=C(\C#N)c2nnc(N3CCOCC3)n2-c2ccccc2)c(C)n1-c1ccccc1	3	-6	8	3	-1	-34	-45	-3	-2
40	COc1ccc(C(=O)CSc2n[nH]c(-c3ccco3)n2)cc1	1	-9	11	15	3	-10	2	-1	-11
41	FC(F)(F)Oc1ccc(NC(=S)Nc2ccc(OC(F)(F)F)cc2)cc1	0	-3	-4	9	-1	-17	-14	4	2
42	Cc1ccc(-n2c(SCC(=O)Nc3ccc(N4CCOCC4)cc3)nc3ccccc3c2=O)cc1	5	-5	25	15	0	8	-6	3	-12
43	CCOC(=O)c1nn(-c2ccc(C)c(C)c2)cc1O	0	8	10	8	-1	2	-11	2	10[20 µM]
44	CCOc1ccc(-c2nc(-c3cccnc3)no2)cc1	5	-3	32	10	4	2	1	4	-23[20 µM]
45	CC(C)c1c(O)nc(SCc2ccccc2)[nH]c1=O	5	-8	-4	10&8	-2	-18	-2	5	-16
46	CCn1c(=O)c2ccccc2n2c(SCC(=O)N3CCc4ccccc4C3)nnc12	2	-3	-1	6	-2	2	1	4	-21
47	O=c1cc(N2CCc3ccccc3C2)[nH]c(=O)n1Cc1ccc(F)cc1	6	-11	15	7	4	-11	-5	-6	-1[20 µM]
48	O=C(COc1cccc2c1CCN(Cc1ccccc1)C2=O)N1CCCCC1	6	-9	-5	2	1	-11	3	2	-27
49	N=C1C(c2ccccc2)=C(O)CN1CCCO	3	-8	0	6	0	-2	7	-2	-6
50	CCOC(=O)N/N=C(/C)c1ccc(N2C(=O)C3CCCCC3C2=O)cc1 (stereo not given)	6	4	2	8	2	-3	-7	3	-3
51	COc1ccc(CN=C(C)c2c(C(F)(F)F)[nH]n(-c3nc4ccccc4s3)c2=O)cc1	2	1	4	4	-2	-27	-24	2	-15[20 µM]
52	CCCn1c(N)c(Sc2ccc([N+](=O)[O-])cc2)c(=O)n(CCC)c1=O	2	6	0	8	-2	-4	-27	4	-7
53	CCN(CC)S(=O)(=O)c1cccc(C(=O)Nc2ccccc2)c1	3	-9	38	1	-2	-6	7	-1	-24
54	c1ccc(Cn2nc(-c3ccccc3)nc2-c2ccccc2)cc1	9	-1	9	5	4	4	35	-5	0
55	COc1cc(S(N)(=O)=O)c(OC)cc1N	-3	-6	17	17	1	-8	3	2	-21
56	Cc1ccc(CNCC(=O)Nc2cccc(S(=O)(=O)NC3=NCCCCC3)c2)cc1	-3	-8	22	12	-4	6	1	1	-19
57	CCN(CC)CCCNC(=O)C1CCC(=O)N(c2ccc(OC)cc2)C1c1ccc(F)cc1 (stereo not given)	5	-3	17	17	0	9	1	-6	-18
58	CC(C)Cn1c(N)c(C(=O)CSc2ccc3c(c2)OCCO3)c(=O)n(C)c1=O	7	-9	3	10	1	-21	0	4	-17
59	Cc1nnc(C)n1N1C(=O)c2cccc3cccc(c23)C1=O	4	0	26	/	0	-3	-14	6	-8

A portion of the library. The share of hits here may be higher or lower than overall.
